High-throughput results deposited in PubChem by several laboratories.
procasp3 activ: activators of human procaspase-3 D3A mutant, primary screen, biochemical, absorbance, PC-3 D3A mutant, single concentration; activation, % at 8.5 µM; 330,000 tested, 0.11% active; recombinant procaspase-3 D3A, Ac-DEVD-pNA absorbance 405 nm;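 active = activation above the mean of all tested compounds plus 3 SD, cut at about 21% in these data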;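 note: 0% = DMSO alone and 100% = DMSO wells spiked with extra 5 µM PC-3 D3A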
Target sequence (P42574 whole entry D9A/D28A/D175A): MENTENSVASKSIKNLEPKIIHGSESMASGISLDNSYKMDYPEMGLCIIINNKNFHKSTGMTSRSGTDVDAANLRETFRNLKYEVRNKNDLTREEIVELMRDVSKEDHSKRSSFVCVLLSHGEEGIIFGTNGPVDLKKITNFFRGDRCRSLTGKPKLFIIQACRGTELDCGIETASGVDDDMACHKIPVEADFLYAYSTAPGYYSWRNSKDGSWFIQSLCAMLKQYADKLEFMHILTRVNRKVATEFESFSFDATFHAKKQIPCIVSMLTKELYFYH
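System: Procaspase-3 D3A mutant. Medium: Zinc-free 300 mM NaCl, 50 mM HEPES, 0.01% Triton X-100. Schedule: 1 h preincubation plus 2 h reaction at 25 °C. Measured by: 405 nm absorbance of p-nitroaniline, reads at 0 and 120 min. Read-out: percent activation relative to control range.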
RPL19A-GFP yeast: RPL19A-GFP expression modulators in yeast, primary screen, cell-based, S. cerevisiae, multiplex flow cytometry, MLPCN; S. cerevisiae RPL19A-GFP strain, 3 h; active compounds read low; percent response vs DMSO, % at 10 µM; 330,000 tested, 0.3% active; AID 2025, 2009;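 active = percent response vs DMSO below 50%; inconclusive = fewer than 70 events counted for the yeast strain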;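 note: median channel GFP fluorescence of the barcoded RPL19A-GFP strain; ratio of sample median GFP to plate DMSO average so 100% = DMSO; lower means less RPL19A-GFP as with rapamycin TOR inhibition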
proCasp7 act: procaspase-7 activators, primary screen, counter-screen for procaspase-3 activator project, biochemical, absorbance, HTS, human. Caspase-7 (Homo sapiens), P55210. recombinant procaspase-7, Ac-DEVD-pNA absorbance 405 nm; D23A/D198A/D206A triple mutant, cannot self-cleave; scale: DMSO 0, 5 µM enzyme 100. activation, % at 8.5 µM. 330,000 tested, 0.093% active;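 active = percent activation above the screen-wide mean plus 3 SD, cut at about 25% in these data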
Target sequence (P55210 whole entry D23A/D198A/D206A): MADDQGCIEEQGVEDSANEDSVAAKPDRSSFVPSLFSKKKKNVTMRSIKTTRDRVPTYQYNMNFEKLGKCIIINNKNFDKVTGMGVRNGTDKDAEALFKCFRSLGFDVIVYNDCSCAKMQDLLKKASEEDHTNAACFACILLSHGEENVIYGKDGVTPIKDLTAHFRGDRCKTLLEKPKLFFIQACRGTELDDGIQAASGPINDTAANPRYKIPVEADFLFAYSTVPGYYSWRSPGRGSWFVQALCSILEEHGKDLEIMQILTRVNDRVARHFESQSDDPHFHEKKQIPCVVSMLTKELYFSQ
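Detection: p-Nitroaniline absorbance at 405 nm, read at 0 and 120 min; system: Uncleavable procaspase-7 mutant enzyme; evaluation: % activation from two-timepoint absorbance difference, scaled to controls; times: 1 h enzyme–compound preincubation and 2 h substrate reaction, both 25 °C; buffer or medium: Zinc-free HEPES pH 7.4 with 300 mM NaCl, 0.01% Triton X-100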
LAP4 TOR yeast: modulators of LAP4-GFP expression in yeast, primary screen, S. cerevisiae, multiplex flow cytometry, MLPCN library. GFP response vs DMSO, % at 10 µM. 3 h; median GFP as percent of DMSO wells. AID 2023, 2009. 320,000 tested, 0.34% active;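 active = GFP response vs DMSO above a set limit, about the screen mean plus 3 SD, cut at about 150% in these data; inconclusive = under 70 cell events counted for the yeast strain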
MEP2-GFP yeast: modulators of MEP2-GFP levels in yeast, primary screen, S. cerevisiae, multiplex flow cytometry, MLPCN library; GFP response vs DMSO, % at 10 µM; 330,000 tested, 0.51% active; S. cerevisiae MEP2-GFP strain, 3 h; 100% = DMSO control level;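 active = GFP response versus DMSO above a set limit, roughly screen mean plus 3 SD, cut at about 180% in these data; inconclusive = fewer than 70 cells counted for a yeast strain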;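 note: median GFP fluorescence of the barcode-gated MEP2-GFP cells per well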
CR mimetic SO: reduction of superoxide in aged yeast, primary screen, HTS; S. cerevisiae aged cells, superoxide DHE fluorescence; active compounds read low; superoxide response (% of plate mean), % at 10 µM; 330,000 tested, 0.18% active;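 active = superoxide response under a set limit, about three screen SD below normal, cut at about 65% in these data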;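 note: yeast aged for seven days with compound at 30 °C before DHE staining; 100% = average MFI of all compound-treated wells on the plate with controls excluded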
GASC-1 inh: inhibitors of GASC-1 histone demethylase, primary screen, biochemical, fluorescence, DELFIA europium. inhibition, % at 2.35 µM. GST-JMJD2C(1-420) H3K9me3 demethylation. 330,000 tested, 0.069% active. AID 2099, 2009;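 active = more than half of a compound's replicate wells show inhibition beyond 50%, single wells judged on their own value; inconclusive = some, but no more than half, of replicates pass 50% inhibition; inactive = no replicate passes 50% inhibition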;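 note: signal counts dimethyl H3K9 product captured on neutravidin plate; 0% = median of DMSO wells and 100% = 0.3 times that DMSO median; strong numbers were not always called active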
Target sequence (Q9H3R0 1-420 limits assumed): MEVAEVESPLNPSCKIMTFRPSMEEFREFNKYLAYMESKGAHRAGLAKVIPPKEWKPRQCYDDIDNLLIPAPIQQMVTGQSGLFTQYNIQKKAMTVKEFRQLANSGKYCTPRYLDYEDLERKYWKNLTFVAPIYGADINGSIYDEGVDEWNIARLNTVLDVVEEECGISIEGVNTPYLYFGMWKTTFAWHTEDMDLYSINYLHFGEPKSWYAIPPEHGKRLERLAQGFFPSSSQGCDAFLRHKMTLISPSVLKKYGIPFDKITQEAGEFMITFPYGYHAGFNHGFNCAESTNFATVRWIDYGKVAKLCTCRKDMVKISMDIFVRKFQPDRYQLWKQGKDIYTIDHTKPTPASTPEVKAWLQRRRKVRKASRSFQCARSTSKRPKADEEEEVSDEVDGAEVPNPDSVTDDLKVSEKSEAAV
AHR activator: AHR activators, primary screen, cell-based, luminescence, luciferase reporter, human. Aryl hydrocarbon receptor (Homo sapiens), P35869. AHR-responsive luciferase reporter cells. activation, % at 5 µM. 320,000 tested, 2.5% active. AID 2796, 2010; in the data active = activation above about 47%;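 note: 0% = vehicle wells and 100% = reference agonist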
Active calls of the source: *; i = inactive; u = inconclusive; x = no result given.

SMILES	procasp3 activ	RPL19A-GFP yeast	proCasp7 act	LAP4 TOR yeast	MEP2-GFP yeast	CR mimetic SO	GASC-1 inh	AHR activator
Cc1cnc(C(=O)OCc2ccc(Br)cc2)cn1	-7	102	-4	93	102	102	-29	0
O=C(CSc1nc2ccccc2c(=O)n1-c1ccccc1F)N1CCOCC1	4	100	-11	98	103	83	-3	-1
O=[N+]([O-])c1cc(-c2nnc(-c3ccccc3)o2)ccc1Oc1ccc(Cl)cc1	-6	103	-5	92	101	98	-1	1
CC1=NN(C(C#N)c2ccccc2)C(c2ccccc2)C1 (stereo unspecified)	-1	97	2	114	96	89	15	0
CC1Cc2ccccc2N1C(=O)c1ccc2nccnc2c1 (stereo unspecified)	x	102	x	70	93	98	20	x
CCC(=O)Nc1ccc(C(=O)NNC(=O)COc2cccc(C)c2)cc1	4	109	8	103	112	95	3	3
CCCN(CCC)C(=O)C1c2ccccc2Oc2ccccc21	0	97	8	93	98	97	8	-1
COc1ccc(-c2cccc(NS(=O)(=O)c3ccc([N+](=O)[O-])cc3)c2)nn1	2	97	3	105	99	98	u	4
Cc1cc(C)n(CC(=O)N/N=C/c2cc(Br)cc([N+](=O)[O-])c2O)n1	0	101	2	131	100	166	-9	1
O=C(Cc1sc(-c2ccccc2)nc1-c1ccccc1)Nc1ccccc1	5	96	4	107	100	102	45	-2
COc1ccc(C2(c3ccc(OC)cc3)NC(=O)N(CC(=O)NCC(F)(F)F)C2=O)cc1	-8	101	-2	99	101	112	-6	2
O=C(O)/C=C/C(=O)Nc1ccc(Cc2ccc(NC(=O)/C=C/C(=O)O)cc2)cc1	-8	106	0	x	105	94	-7	1
O=C(CN1C(=O)NC(c2ccccc2)(c2ccccc2)C1=O)NCc1ccccc1	-5	97	5	108	110	87	x	0
CCn1cc2nc(SCC(=O)Nc3ccccc3F)n(Cc3ccccc3)c(=O)c2n1	1	95	12	91	103	115	-5	1
CCCCN(C)C1CCN(C(=S)Nc2ccc(OCC)cc2)CC1	-13	96	2	109	92	117	1	0
O=C(CC1C[C@H](C(=O)N2CCOCC2)[C@@]2(CCC3CCCC3)c3[nH]c4ccccc4c3CCN2C1=O)NCCCn1ccnc1 (stereo partly specified)	7	100	-1	102	92	108	18	2
COC(=O)c1cc(C#N)c(N2CCN(C)CC2)nc1C	-2	101	-13	102	106	87	-1	0
CCOC(OCC)P(=O)(c1ccccc1)c1ccccc1	1	101	-1	100	96	99	7	1
C/C(CC(=O)Nc1cccc2c1CCCC2)=N\NC(=O)COc1ccccc1	13	110	1	111	110	94	-1	-1
O=C(Nc1ccc(Cl)c(Cl)c1)c1ccncc1	6	104	6	108	114	96	12	65*
OC1(c2cccs2)CN(c2ccc(Cl)cc2)C2=[N+]1CCCC2 (stereo unspecified)	-7	102	9	102	102	93	-27	2
CC(NC(=O)c1ccc2ccccc2n1)c1ccc(S(N)(=O)=O)cc1 (stereo unspecified)	7	95	-7	105	95	117	24	13
O=c1[nH]cnc2c1c(-c1ccccc1)cn2-c1ccc(F)cc1	5	102	7	65	119	86	8	4
Cc1nc([N+](=O)[O-])cn1CC(=O)NCCCO	4	103	5	89	99	97	-21	2
Cc1ccc(C)n1-n1c(C)nc2sc3c(c2c1=O)CCCCC3	4	91	0	95	96	79	5	1
(list continues)
SMILES	procasp3 activ	RPL19A-GFP yeast	proCasp7 act	LAP4 TOR yeast	MEP2-GFP yeast	CR mimetic SO	GASC-1 inh	AHR activator
CCOC(=O)CSc1nnc(NCC(=O)OC)c(=O)[nH]1	-6	106	0	105	114	98	-2	-2
O=[N+]([O-])c1cccc(-c2nnc3c4ccccc4c4ccccc4n23)c1	10	104	3	95	104	98	6	37
O=C1c2ccccc2C(=O)N1CCCc1nc(-c2ccc(Cl)cc2)no1	-1	100	4	97	100	106	-3	-2
Cc1cc(N)n(-c2ccc(Cl)cc2)n1	2	105	4	106	106	99	-2	15
CC(C)c1nc(CNC(=O)CC2C(=O)NCCN2Cc2ccoc2)cs1 (stereo unspecified)	-2	91	-2	94	96	102	-12	10
CC(c1ccccc1)n1c(N2CCN(C)CC2)nc2c1c(=O)[nH]c(=O)n2C (stereo unspecified)	1	100	9	90	101	97	15	-1
O=S(=O)(NC1CC1)c1ccc2c3c(cccc13)CC2	-4	92	8	92	96	100	42	1
O=C(CCN1C(=O)/C(=C/c2ccccc2)SC1=S)Nc1cccnc1	12	102	0	88	102	102	0	1
Cc1ccc(C(=O)OC(C)C(=O)NC(C)CCc2ccccc2)o1 (stereo unspecified)	6	103	5	106	107	99	14	-1
O=C(NC1CCN(c2ncccn2)CC1)c1cccc(F)c1	-9	102	-1	96	100	98	-1	3
O=c1ccc2ccccc2o1	5	104	11	105	103	102	-23	-3
CC(C)c1ccc(NC(=O)C2CCN(S(C)(=O)=O)CC2)cc1	3	96	-6	96	102	95	-2	1
C=CCN(C)NC(=O)Nc1ccccc1	0	93	-8	102	98	98	-4	4
CCOc1ccc(NC(=O)C2CC(=O)OC2c2ccccc2)cc1 (stereo unspecified)	5	98	2	114	103	99	0	-1
O=C(NNC(=O)c1ccc2c(c1)OCO2)NC1CCCCC1	0	106	-5	104	109	177	-2	6
Cc1ccsc1/C=N/NC(=O)c1nnn(-c2nonc2N)c1-c1ccc2c(c1)OCO2	-4	100	-1	103	100	92	14	9
O=C1/C(=C/c2ccncc2)SC(=S)N1C1CCS(=O)(=O)C1 (stereo unspecified)	-4	99	-13	101	96	119	-4	1
O=c1[nH]c(CCl)nc2cc(-c3ccc(F)cc3)sc12	6	100	2	112	95	109	-11	-3
O=[N+]([O-])c1cccnc1Oc1ccc(C2SCCS2)cc1	5	93	0	121	91	99	1	16
Cn1c(=O)c([N+](=O)[O-])c(NCCCn2ccnc2)c2ccccc21	1	95	5	88	85	112	-26	80*
S=c1[nH]nc(-c2cc(-c3ccccc3)n[nH]2)n1/N=C/C(Br)=C/c1ccccc1	-21	97	-5	105	100	91	8	8
Cc1[nH]nc2c1C(c1ccc(F)cc1)C(C#N)=C(N)O2 (stereo unspecified)	-5	102	6	98	105	104	14	-5
Cc1ccc(CNS(=O)(=O)c2ccc3c(c2)n(C)c(=O)n3C)cc1	-2	100	16	96	103	102	-5	9
Cc1nc2c(ccc3nc(NC(=O)c4ccc5c(c4)OCCO5)sc32)s1	6	99	3	106	99	92	1	-1
Cc1ccc(S(=O)(=O)N2CCN(c3ncnc4c3cnn4-c3ccccc3)CC2)cc1	7	101	17	99	107	108	6	0

Another view of part of the listing above:
compound | procasp3 activ | RPL19A-GFP yeast | proCasp7 act | LAP4 TOR yeast | MEP2-GFP yeast | CR mimetic SO | GASC-1 inh | AHR activator
O=S(=O)(NC1CC1)c1ccc2c3c(cccc13)CC2 | -4 | 92 | 8 | 92 | 96 | 100 | 42 | 1
S=c1[nH]nc(-c2cc(-c3ccccc3)n[nH]2)n1/N=C/C(Br)=C/c1ccccc1 | -21 | 97 | -5 | 105 | 100 | 91 | 8 | 8

(continued)
SMILES	procasp3 activ	RPL19A-GFP yeast	proCasp7 act	LAP4 TOR yeast	MEP2-GFP yeast	CR mimetic SO	GASC-1 inh	AHR activator
COCCN(CCOC)C(=S)Nc1ccccc1Cl	-1	101	-3	96	97	103	-7	1
CCCCOn1c(C)c(C(=O)OCC)c2c3no[n+]([O-])c3ccc21	3	98	-9	105	103	88	-9	4
Cc1cnc(CN(C)C(=O)c2cc(COc3c(F)cccc3F)on2)[nH]1	0	102	-2	101	100	99	-4	-2
COc1ccc(NC(=O)COC(=O)C23CC4CC(CC(NC(C)=O)(C4)C2)C3)cc1S(=O)(=O)N1CCOCC1	1	98	8	107	105	95	7	0
Cc1ccc2nccc(C(=O)N3CCCC(Nc4ccc(F)cc4)C3)c2c1 (stereo unspecified)	4	107	-4	78	98	107	-16	4
COc1ccccc1NC(=O)c1c(C)nc2ccccc2c1C(=O)O	-7	97	-1	99	96	111	-2	4
CC(=O)NC12CC3CC(C1)CC(C(=O)N1CCN(c4ncccn4)CC1)(C3)C2	-10	108	3	110	110	104	-3	-1
CCOC(=O)C1(Cc2cccc(OC)c2)CCN(Cc2cccn2-c2nccs2)CC1	0	102	-7	101	101	105	10	1
Cc1cc(C)cc(CC2CC(=O)N(c3ccc4c(c3)OCCO4)C2=O)c1 (stereo unspecified)	-3	93	0	108	97	113	-1	1
CCCCNc1nc(=S)[nH]c2cc(OC)c(OC)cc12	-6	95	3	100	96	100	-12	45
CN1CCN(C(=O)Nc2ccc([N+](=O)[O-])cc2)CC1	-8	90	0	107	111	85	-2	1
CCOC(=O)c1nc(Nc2ccccc2C)c2ccccc2n1	-5	100	10	101	107	257	21	0
COc1cccc(CNC(=O)CCC2CCCN(C(=O)C3CCOCC3)C2)c1 (stereo unspecified)	7	96	4	108	104	79	-6	0
O=C(N/N=C/c1ccc(Cl)cc1)Nc1ccccc1	-1	95	5	105	100	107	2	67*
CNc1nnc(-c2cccc(N(C)C)c2)s1	-5	93	-3	112	105	123	-6	-1
COc1cc(-c2nnc3sc(-c4cccs4)nn23)cc(OC)c1OC	-7	101	-11	109	95	114	6	0
O=C(CNC(=O)c1ccccc1)NC1(C(=O)NC2CCCC2)CCCCC1	-5	97	-3	102	103	100	6	-3
O=[N+]([O-])c1ccc(Oc2cccnc2)nc1	5	98	0	102	101	105	x	3
COc1cccc(-n2c(=O)c3cc(OC)c(OC)cc3n(CC(=O)Nc3cc(C)[nH]n3)c2=O)c1	-4	99	8	106	143	97	-6	-1
CCc1nnc(NC(=O)c2nc(Cl)ccc2Cl)s1	x	103	x	85	97	106	-11	x
Cc1cccc(-n2ncc3c2CCCC3NC(=O)CCCN2CCCCC2=O)c1C (stereo unspecified)	4	97	-11	103	106	97	2	-1
CNC(=O)c1nc(C)n(-c2cc(Cl)cc(Cl)c2)n1	-4	100	4	118	114	109	-16	24
CCOC(=O)N1CCN(c2c(NC3CCN(Cc4ccccc4)CC3)c(=O)c2=O)CC1	13	102	11	85	89	97	-27	-4
CCN1CCN(S(=O)(=O)c2cc(OC)ccc2OC)CC1	7	96	6	94	93	85	i	-3
COc1ccc(CNC(=O)CCCn2c(=S)[nH]c3cc4c(cc3c2=O)OCO4)cc1	3	98	1	95	100	87	-2	2
CSc1nnc(C)c(=O)n1COC(=O)c1ccc(S(=O)(=O)N2CCOCC2)cc1	2	103	3	97	105	115	18	0
CCn1cc(C(=O)N[C@@H](CCSC)C(=O)NCCCn2ccnc2)c(=O)c2cc3c(cc21)OCO3	5	108	2	119	109	96	-2	5
O=C(NCCCN1CCCCC1)c1ccc2c(c1)NC(=O)C(N1CCOCC1)S2 (stereo unspecified)	6	99	1	108	101	100	7	-2
Clc1ccc(-c2nc3ccccn3c2CN2CCSCC2)cc1	-2	104	-3	97	101	100	8	2
COc1ccc(CCNC(=O)CN(c2ccccc2OC)S(=O)(=O)c2ccc(C)cc2)cc1	-5	95	6	94	98	94	-20	2

No enrichment for hits (roughly 3.8% active in at least one column).
